Autophagy HCS = modulators of autophagy | MEF GFP-LC3 puncta imaging; test concentration mostly 10 µM | calls only at 10 µM (by protocol) | 190,000 tested, 0.98% active;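 active = percentage of spot-positive cells more than 3 SD above its plate mean, without a fluorescence outlier flag or 80% toxicity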;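 note: spot-positive cell cutoff set from DMSO-treated cells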
CSM14.1 death rescue = rescue of cells from ER stress-induced death, primary screen, 384-well, CSM14.1, thapsigargin, ATP luminescence (AID 1222); 190,000 tested, under 10 active; CSM14.1 thapsigargin-induced death rescue, ATP luminescence; higher % means a stronger effect; one-dose cellular ATP content (survival), % at 20 µM; EC50 in µM for titrated hits;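 active = EC50 below 50 µM in the dose-response confirmation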;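 note: death triggered by thapsigargin at about 15 µM added after 2 h compound pretreatment; cell ATP read after overnight thapsigargin exposure of roughly 18 to 22 hours; normalized against plate controls of thapsigargin alone and 5% DMSO vehicle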
Dynein cargo inh = blocks dynein driven cargo transport along microtubules; 3617.4 mouse cells, GR-EGFP nuclear translocation imaging; test concentration mostly 20 µM; stimulated with dexamethasone, 1 µM; stronger effect = lower value; z-score, hits read low; 220,000 tested, 0.47% active; AID 1381;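 active = plate z-score of nuclear minus cytoplasmic receptor signal below a set negative limit, without overly bright fluorescence or cell loss, cut at about -3.5 in these data, passing the limit was not always enough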;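 note: z-score of nuclear minus cytoplasmic ring GR-EGFP intensity difference per well; some compounds called inactive have numbers as strong as hits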
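medium = tetracycline-free induction medium containing charcoal-stripped FBS | also added = 1.0 µM final dexamethasone stimulus | schedule = 48 h induction, 1 h compound, 30 min dex at 37 °C | technique = fixed, Hoechst-stained cells imaged at 10x for EGFP | measure = GR-EGFP nuclear translocation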
Ins promoter up = MIN6 insulin promoter up-regulation | MIN6 insulin promoter-GFP reporter, high-content imaging; stronger effect = higher value | z-score at 5 µM | 190,000 tested, 0.3% active;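 active = z-score above 3 at 5 µM with at least 500 cells counted in the well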
Hep lipid drop = modulators of hepatic lipid droplet formation; AML12 mouse hepatocytes, oleate lipid droplets, BODIPY imaging; inhibition, % at 6.5 µM; 240,000 tested, 0.4% active;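 active = lipid droplet intensity inhibited by at least 50%, with more than 500 cells counted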
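Assay system: AML12 hepatocytes (mouse); Probe or stimulus: oleic acid at 100 µM to induce lipid droplet formation; Dosing: compound at 6.5 µM only; Schedule: compound with oleate, overnight; Detection: fluorescence imaging, 20x objective, two fields per well; Measure: % inhibition of lipid droplet signal.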
bCat nuc transl = beta-catenin nuclear translocation modulation | HeLa beta-catenin nuclear translocation, immunofluorescence imaging | nuclear translocation activity, % at 5 µM | 190,000 tested, 0.3% active;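 active = nuclear translocation activity above 50% at 5 µM, with a well cell count of 50 or more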;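 note: per-cell ratio of nuclear to cytoplasmic median beta-catenin stain intensity; plate controls were DMSO negative control for no effect and GSK-3 inhibitor IX positive control for full effect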
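test system = HeLa cells, endogenous beta-catenin | dosing = single 5 µM dose plus 0.02–20 µM confirmation series | times = compound treatment 24 h, 37°C, 5% CO2 | technique = beta-catenin immunofluorescence imaging with DAPI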
Salmonella PhoP GFP = PhoP-dependent GFP reporter repression – Salmonella Typhimurium, primary screen (AID 1863); 300,000 tested, 0.16% active; inhibition, % at 50 µM; hits with a dose series show IC50 in µM; S. Typhimurium PhoP-regulated promoter GFP reporter, 4 h; higher % means a stronger effect;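 active = inhibition over 29.93%, a cutoff 3 SD above the screen mean, later confirmed by dose response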;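 note: 0% = low Mg2+ inducing control and 100% = high Mg2+ repressing control; strong numbers were not always called active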
T cell HTS = T cell immune modulators affecting CD8 T cell-vesicle binding. 2C CD8+ T cell-vesicle binding, flow cytometry; stronger effect = lower value. calls only at 7 µM. 330,000 tested, 0.068% active;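 active = response, share of CD8 T cells binding vesicles, and their 90th percentile fluorescence all below set limits, cut at about 80% in these data, passing the limit was not always enough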
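incubation = binding step 1.5 h, 37 °C, antibody labelling 20 min, ice | test system = 2C mouse CD8+ T cells | read-out basis = percent CD8+ FL2 mean versus row control | controls = Peptide-free naked vesicles (low) and QL9 vesicles with 0.7% DMSO vehicle (high) | detection = flow cytometry of vesicle-bound cells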
MT stabilize HCS = stabilizes microtubules in HeLa cells; AID 2205; HeLa tubulin immunostaining HCS, 24 h; share of cells brighter than vehicle mean+2SD; % tubulin-high responders, % at 10 µM; 200,000 tested, 0.83% active;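 active = plate Z-score above 3 for both tubulin-high and condensed-nucleus cell shares, with cell loss under 80%, at 10 µM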;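 note: anti alpha tubulin signal scored within the nucleus-defined area of each cell; some results filed as inactive read as strong as hits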
Dynein cargo inh cytoplasmic EGFP = also measured in Dynein cargo inh; calls as there; z-score; measured here: cytoplasmic GR-EGFP intensity; stronger effect = higher value
Dynein cargo inh nuclear GR-EGFP = also measured in Dynein cargo inh; calls as there; z-score; measured here: nuclear GR-EGFP intensity;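 lower value marks the stronger effect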
Dynein cargo inh cell count = also measured in Dynein cargo inh; calls as there; z-score; measured here: cell count per field
Ins promoter up cell count = further read-out of Ins promoter up, marked with its call; cell count; measured here: cytotoxicity, nuclei count;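 total cells summed across four imaged fields per well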
Hep lipid drop cells 6.5 µM = recorded beside Hep lipid drop, whose call it bears; cell count; measured here: cell count, cytotoxicity flag;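 cells counted across two imaged fields per well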
bCat nuc transl cell count 5 µM = second read-out of bCat nuc transl, no call of its own (marks repeat the call); cell count; measured here: cell count, cytotoxicity flag
T cell HTS vesicle-bound % = also measured in T cell HTS; calls as there; double positive events, %; measured here: CD8+ vesicle-bound cell fraction;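 binding gate set so that unloaded-vesicle control wells show 10% double positive cells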
MT stabilize HCS Hoechst-high % = also measured in MT stabilize HCS; calls as there; % Hoechst-high responders; measured here: nuclear condensation Hoechst responders;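 share of cells brighter than vehicle mean plus two SD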
MT stabilize HCS cytotoxicity % = further read-out of MT stabilize HCS, marked with its call; toxicity, %; measured here: cytotoxicity by cell density;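 0% = mean cell density of plate MIN control wells and 100% = no cells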
Autophagy HCS cell loss 18 h = second read-out of Autophagy HCS, no call of its own (marks repeat the call); toxicity, %; measured here: cell loss, nuclei count;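 cell loss after 18 h compound exposure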
An asterisk follows results filed as active; i = inactive; nt = no result given; + = active, no number. Not a hit list (roughly 3% active in at least one column).

SMILES	Autophagy HCS	Autophagy HCS cell loss 18 h	CSM14.1 death rescue	Dynein cargo inh	Dynein cargo inh cytoplasmic EGFP	Dynein cargo inh nuclear GR-EGFP	Dynein cargo inh cell count	Ins promoter up	Ins promoter up cell count	Hep lipid drop	Hep lipid drop cells 6.5 µM	bCat nuc transl	bCat nuc transl cell count 5 µM	Salmonella PhoP GFP	T cell HTS	T cell HTS vesicle-bound %	MT stabilize HCS	MT stabilize HCS Hoechst-high %	MT stabilize HCS cytotoxicity %
CC1CCN(CC(=O)Nc2ccccc2C(=O)c2ccccc2)CC1	i	-31	-1.1%	-1.4	-0.29	-0.53	0.96	0.55	1457	-10	695	3.7	997	-10%	i	52	4.4	1.7	7.6
Cc1ccccc1NC(=O)CSC(N)=O	i	-10	-1.7%	-0.36	-0.18	-0.19	2	-0.13	1727	3	610	-1.2	1069	-8%	i	4	0.7	3.8	3.1
O=c1c(Cl)c(N2CCN(c3ccc(F)cc3)CC2)cnn1-c1nc2ccccc2s1	i	-3	0.5%	-0.31	-0.2	0.015	0.64	0.12	1403	-6	673	-2.2	1152	-10%	i	22	4.9	2.6	13
CCn1c(SCC(=O)N/N=C/C(C)=C/c2ccco2)nnc1-c1ccccc1	i	16	0.4%	-0.54	-0.2	0.33	0.79	-1.1	1373	nt	nt	2.5	1392	-7%	i	11	6.8	3.4	4.2
Cc1ccc(C(=O)COc2ccccc2N2C(=O)c3ccccc3C2=O)cc1	i	2	-2.9%	-2.1	2.2	-0.13	1.1	-0.49	1414	-10	608	-1.4	1133	-12%	i	52	3.4	2.8	1.9
CN(C(=O)c1cccnc1)c1nnc(-c2cnccn2)s1	i	3	-0.4%	0.41	-0.26	0.53	-0.39	-0.03	1651	nt	nt	2.2	1481	10%	i	44	4.8	2.1	6.6
COc1ccccc1NC(=O)N(CCN(C)C)Cc1cc2cc(C)ccc2[nH]c1=O	i	15	1.3%	-1.1	-0.12	-0.31	0.51	-0.57	907	-10	745	-2.9	1107	-2%	i	34	3.3	2.0	0.4
Cc1ccc(CNCC(O)(c2ccccc2)c2ccc(Cl)cc2)cc1 (stereo unspecified)	+	13*	nt	-0.26	-0.37	-0.24	-0.0093	-1.3	1254	12	700	3.0	1025	3%	nt	nt	2.2	1.5	3.0
O=C1CC(SC(=NCc2ccc3c(c2)OCO3)Nc2ccccc2)C(=O)N1 (stereo unspecified)	i	9	-2.6%	0.027	0.18	0.26	-0.2	-1.2	909	-22	781	-3.3	1165	0%	i	20	2.2	2.2	11
O=[N+]([O-])c1ccc(S(=O)(=O)NCCN2CCOCC2)cc1	i	-7	-0.5%	1.5	0.0058	0.77	-1.5	-0.04	1463	6	708	-0.4	1560	-5%	i	46	2.0	1.7	5.8
CC(=O)Nc1nc(S(=O)(=O)c2ccc(C)cc2)c(Cl)s1	i	8	-2.5%	0.17	-0.2	-0.033	0.18	nt	nt	16	806	-1.8	1217	-1%	i	9	1.7	1.5	6.8
Cc1nonc1NC(=O)CSc1nc(C23CC4CC(CC(C4)C2)C3)nc2ccccc12	nt	nt	nt	0.26	-0.65	-0.043	-1.3	-0.3	860	-16	662	2.2	1227	nt	i	10	nt	nt	nt
Cc1ccc(OCC(=O)N/N=C\c2ccc(O)c([N+](=O)[O-])c2)c([N+](=O)[O-])c1	i	9	-0.7%	-0.55	-0.23	-0.57	0.49	-0.09	1179	0	707	1.7	1063	2%	i	45	2.7	1.9	7.7
Cc1cccc(S(=O)(=O)N2CCC(CO)(Cc3ccccc3)CC2)c1	i	10	-0.2%	-0.61	-0.33	-0.24	1	-0.24	1507	-16	706	0.1	1036	-1%	i	32	4.0	2.3	7.7
COc1ccc(-c2oc3cc(OC)c(O)c(OC)c3c(=O)c2OC)cc1O	i	-22	-3.4%	-0.068	-0.23	0.11	0.52	-1.8	1262	17	649	0.6	1040	-1%	i	5	2.4	1.4	11
COc1cccc(C2=N/C(=C\N(C)C)C(=O)O2)c1	i	7	0.4%	4	-0.089	1.7	-1.9	nt	nt	nt	nt	-4.4	1007	14%	i	6	2.0	1.8	1.5
Nc1c(C(=O)NCCN2CCOCC2)c2nc3ccccc3nc2n1CCc1ccccc1F	+	3.3*	0.2%	2.1	0.062	1.3	-2.2	-0.45	1143	12	755	0.1	1098	-9%	i	34	2.3	1.6	4.7
O=C(Nc1ccc2c(c1)C(=O)NC2=O)c1ccc2ncsc2c1	i	20	-0.9%	-0.41	-0.2	0.17	0.31	0.58	1539	-6	708	40	1099	7%	i	65	3.2	1.4	3.9
CCc1ccc2[nH]c(=O)c(CN(CCN(CC)CC)C(=O)Nc3ccccc3OC)cc2c1	+	3.9*	-4.5%	-0.6	-0.17	-0.17	0.26	-1.4	1083	-6	766	-1.3	1125	-1%	i	13	2.7	2.4	11
Cc1nnc(SCC(=O)NCCN2C(=O)CSC2=O)s1	i	4	-1.4%	-0.72	-0.24	-0.17	-0.24	-0.15	1693	10	653	-0.2	1065	-5%	i	8	1.9	2.2	2.3

An excerpt from above in order of their number in Dynein cargo inh cell count, falling.
structure | Dynein cargo inh cell count
O=c1c(Cl)c(N2CCN(c3ccc(F)cc3)CC2)cnn1-c1nc2ccccc2s1 | 0.64
O=C(Nc1ccc2c(c1)C(=O)NC2=O)c1ccc2ncsc2c1 | 0.31
Cc1ccc(CNCC(O)(c2ccccc2)c2ccc(Cl)cc2)cc1 (stereo unspecified) | -0.0093

(cont.)
SMILES	Autophagy HCS	Autophagy HCS cell loss 18 h	CSM14.1 death rescue	Dynein cargo inh	Dynein cargo inh cytoplasmic EGFP	Dynein cargo inh nuclear GR-EGFP	Dynein cargo inh cell count	Ins promoter up	Ins promoter up cell count	Hep lipid drop	Hep lipid drop cells 6.5 µM	bCat nuc transl	bCat nuc transl cell count 5 µM	Salmonella PhoP GFP	T cell HTS	T cell HTS vesicle-bound %	MT stabilize HCS	MT stabilize HCS Hoechst-high %	MT stabilize HCS cytotoxicity %
Cc1cnc(NC(=O)CSc2nnc(N)s2)s1	i	-4	0.4%	-1.5	-0.32	-0.59	1.9	0.43	1518	0	724	-1.7	995	2%	i	35	1.0	1.8	5.8
FC(F)(F)c1cc(Oc2ccc(Cl)cc2)ncc1-c1nnc(-c2ccc(Cl)cc2)o1	nt	nt	nt	-0.29	-0.24	-0.12	0.7	-0.01	1483	-44	687	-2.1	1144	-8%	i	18	nt	nt	nt
Cc1cc(C)c2c(N)c(C(=O)N/N=C/c3ccccc3)sc2n1	nt	nt	nt	-0.37	-0.21	0.13	0.18	-0.51	929	17	712	0.0	1299	-13%	i	12	nt	nt	nt
Cc1ccc(C(C)(C)C)c(OCCN2CCCC2)c1	i	4	0.4%	-0.56	-0.33	-0.71	1.2	0	1293	-4	594	-1.3	985	-2%	i	nt	3.2	2.6	6.5
Cc1onc(-c2ccccc2)c1C(=O)Nc1ccc(-c2nnc3n2CCCCC3)cc1	i	12	1.7%	0.61	-0.37	0.46	-0.35	-0.02	1012	nt	nt	-3.6	1024	-5%	i	57	3.6	1.8	5.1
CCOc1ccc(N=C2NN=C(c3cc(C)n(CC4CCCO4)c3C)CS2)cc1 (stereo unspecified)	i	17	7.6%	2.4	0.044	1.7	-1.7	-0.63	1503	12	672	-0.3	1043	4%	i	19	3.1	1.1	10
Cc1ccc(Oc2ccc(NC(=O)CSc3n[nH]c(N)n3)cc2)cc1	i	-2	-2.5%	-0.5	-0.25	-0.58	0.11	-0.03	1143	22	632	nt	nt	-16%	i	22	1.5	3.8	10
CCOC(=O)c1ccc(-c2ccc(/C=N/NC(=O)CN(c3ccccc3Br)S(C)(=O)=O)o2)cc1	i	21	-4.5%	1.4	-0.28	0.35	-0.81	nt	nt	4	552	1.3	895	22%	i	41	4.7	2.1	7.5
O=Cc1ccc(N2CCCCC2)cc1	i	1	0.5%	0.65	-0.33	0.047	0.43	-0.33	1235	8	767	nt	nt	-4%	i	32	2.9	2.1	8.2
Cc1nn(Cc2ccccc2)c(C)c1NC(=O)CCC(=O)O	i	-3	nt	-1.1	-0.22	-0.6	1.1	1.2	1108	-3	639	1.1	992	-1%	i	34	3.7	2.1	6.1
CCC1Oc2ccccc2N(CC(=O)Nc2ccc3c(c2)OCCO3)C1=O (stereo unspecified)	i	-3	-2.8%	0.46	-0.27	0.63	-0.36	nt	nt	-3	736	-3.7	587	2%	i	12	1.5	0.3	37
CCOC(=O)N1CCN(CC(O)COC2CC(C)CCC2C(C)C)CC1 (stereo unspecified)	i	-2	4.7%	3.1	-0.18	2.2	-1.2	-0.52	739	-6	802	-2.5	993	2%	i	34	2.7	1.8	0.9

High-throughput results as filed in PubChem.
